KCNK9 inh: inhibitors of human KCNK9 two-pore domain potassium channel; Q9NPC2; HEK293 KCNK9, FluxOR thallium flux fluorescence; hits give low values; B-score at 10 µM; actives 1.2% (n = 310,000); AID 488922;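 active = ratio B-score over 3 SD below the library mean, with starting fluorescence within 5 SD of its mean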;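 also: negative B-score means less thallium flux so channel inhibition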
DYRK1A inh: inhibitors of rat Dyrk1A kinase. ADP-Glo luminescence, NFATc1 peptide. Q63470. AID 504441. inhibition, % at 12.5 µM. actives 0.43% (n = 310,000); in the data active = inhibition above about 50%;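 also: plate controls were vehicle with enzyme for no effect and no enzyme for full effect; many of its hits are not listed in these tables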
KCNQ1 pot: potentiators or activators of human KCNQ1 potassium channel; P51787; CHO-K1 KCNQ1, thallium flux FluxOR fluorescence; hits give high values; B-score at 10 µM; actives 0.35% (n = 310,000);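 active = fluorescence ratio B-score, a plate-corrected score, at least three library SD, with initial intensity B-score within 5 SD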
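Assay system: stable KCNQ1 CHO-K1 line; medium: assay buffer, equal DMSO in all wells; timing: 90 min dye loading and 20 min compound exposure, both at room temperature; technique: kinetic FluxOR thallium fluorescence, 10-s 1-Hz baseline, 110-s post-stimulus read; read-out basis: B score of baseline-normalized fluorescence ratio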
PolyA inhibitor: blocks polyadenylation in yeast reporter cells | S. cerevisiae SKY197-pL101 polyadenylation reporter, beta-gal luminescence; efflux-impaired pdr1/pdr3 knockout yeast; score 100 = 6 SD above DMSO | calls only at 12 µM | actives 0.02% (n = 300,000) | AID 1875;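 active = lowest replicate activity score at least 50, where 100 means six control SD above control mean; inconclusive = lowest score under 50 but half or more replicates reach 50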;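 also: yeast exposed to compound for 9 h at 30 °C; higher score means more reporter readthrough which indicates perturbed polyadenylation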
TRPC4 block: TRPC4 (mouse) channel inhibition; Q9QUQ5; HEK293 TRPC4beta/mu-opioid, DAMGO-evoked Fluo4 calcium flux; hits give low values; B-score at 10 µM; actives 0.39% (n = 300,000); AID 2247;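 active = B-score over 3 SD under the library average, no early fluorescence shift, positive overall ratio signal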
Target sequence (Q9QUQ5 whole entry, looked up): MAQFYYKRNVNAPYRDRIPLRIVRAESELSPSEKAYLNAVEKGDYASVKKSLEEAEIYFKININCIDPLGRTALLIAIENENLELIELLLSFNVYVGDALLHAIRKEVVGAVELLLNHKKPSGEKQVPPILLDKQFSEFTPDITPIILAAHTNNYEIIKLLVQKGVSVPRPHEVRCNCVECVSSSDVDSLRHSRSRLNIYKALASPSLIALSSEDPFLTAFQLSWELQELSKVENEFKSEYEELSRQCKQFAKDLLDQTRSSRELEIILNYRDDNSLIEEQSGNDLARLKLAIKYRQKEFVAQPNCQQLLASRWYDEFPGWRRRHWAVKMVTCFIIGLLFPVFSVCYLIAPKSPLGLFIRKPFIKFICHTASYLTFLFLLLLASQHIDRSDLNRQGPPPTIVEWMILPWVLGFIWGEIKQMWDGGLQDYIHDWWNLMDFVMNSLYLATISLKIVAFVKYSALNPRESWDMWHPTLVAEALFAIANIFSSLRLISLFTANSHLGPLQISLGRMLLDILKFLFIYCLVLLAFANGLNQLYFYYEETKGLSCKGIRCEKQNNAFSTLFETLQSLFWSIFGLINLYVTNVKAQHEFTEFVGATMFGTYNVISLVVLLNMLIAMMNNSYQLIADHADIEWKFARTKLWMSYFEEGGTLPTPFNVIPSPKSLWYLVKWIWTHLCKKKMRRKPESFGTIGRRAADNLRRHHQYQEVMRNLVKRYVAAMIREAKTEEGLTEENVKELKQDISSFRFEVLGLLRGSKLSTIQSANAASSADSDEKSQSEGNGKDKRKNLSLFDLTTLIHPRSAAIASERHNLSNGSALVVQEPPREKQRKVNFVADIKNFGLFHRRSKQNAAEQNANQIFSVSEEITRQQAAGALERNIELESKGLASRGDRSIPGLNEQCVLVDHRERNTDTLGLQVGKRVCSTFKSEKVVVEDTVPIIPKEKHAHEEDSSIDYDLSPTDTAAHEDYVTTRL
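test system = HEK293 cells with stable TRPC4beta plus mu-opioid receptor expression | detection = Fluo4 Ca2+ flux fluorescence | read-out = integrated fluorescence ratio relative to baseline, converted to per-well B score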
Platelet DG rel: modulates dense granule release in human platelets | human platelet-rich plasma, SFLLRN dense granule ATP release, luminescence | inhibition, %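 (compounds screened at 7.5 µM in platelet-rich plasma)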 | actives 0.22% (n = 300,000) | AID 1663;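 active = mean replicate score, as percent of positive control, at or above 50; inconclusive = mean below 50 but at least one replicate at or above 50; inactive = mean and every replicate below 50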
hERG protect: compounds protecting human hERG from proarrhythmic drug block. Q12809. CHO-hERG, FluxOR thallium flux, dofetilide IC70 present. activation (rescue from dofetilide block), less the hit threshold, % at 10 µM. actives 0.51% (n = 310,000);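 active = activation above the mean of controls blocked by dofetilide plus 5 SD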;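 also: thallium influx through hERG after potassium depolarization seen as dye fluorescence rise; in these data hits start at about 4.7%; inactives centre near -7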
TRPC4 act: activators of mouse TRPC4 channel; B-score at 10 µM; AID 2237; actives 0.49% (n = 310,000); HEK293 TRPC4beta/mu-opioid, Fluo4 calcium fluorescence; hits give high values;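 active = B-score above 5 SD of library B-scores, and initial fluorescence ratio not above library mean plus 5 SD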;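 also: positive B-score marks a calcium rise read as TRPC4 activation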
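System – HEK293 cells stably co-expressing mouse TRPC4beta and mu-opioid receptor · Signal – Fluo4 calcium-sensitive dye fluorescence, kinetic, 1 Hz baseline · Benchmarks – buffer (low) and maximal DAMGO (high) · Read-out – B score of integrated fluorescence ratio per well · Incubation – dye loading 45 min room temperature, 110 s kinetic read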
KCNK3 block: human KCNK3 channel inhibition, primary screen. CHO-KCNK3 thallium flux, FluxOR fluorescence; hits give low values. actives 0.84% (n = 340,000). B-score at 10 µM. O14649;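 active = B-score under library mean minus 4 SD, starting fluorescence ratio at most library mean plus 5 SD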;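 also: more negative B-score means stronger inhibition of thallium flux through KCNK3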
KCNQ1 block: blocks the human KCNQ1 potassium channel; P51787; CHO-K1 KCNQ1, FluxOR thallium flux fluorescence; hits give high values; B-score at 10 µM; actives 1.3% (n = 310,000); AID 2642;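 active = compounds whose thallium flux B-score, printed positive for inhibition, exceeds three library SD while starting fluorescence stays within three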;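 also: channel opened by potassium depolarization with thallium stimulus after 20 min compound exposure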
TRPC4 potent: TRPC4 (mouse) allosteric potentiation; Q9QUQ5; HEK293 TRPC4beta/mu-opioid, DAMGO EC20, Fluo-4 Ca2+ flux; hits give high values; actives 0.42% (n = 310,000); AID 2227; B-score at 10 µM;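 active = B-score of calcium response area above 5 SD of library B-scores, with initial fluorescence ratio within 5 SD of library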;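 also: B-score of integrated fluorescence ratio over time as area under calcium response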
Numbers without * were called inactive; i = inactive; ? = inconclusive; nt = not tested or not shown. Some of the compounds tested (hit frequency here may not be typical).

SMILES | KCNK9 inh | DYRK1A inh | KCNQ1 pot | PolyA inhibitor | TRPC4 block | Platelet DG rel | hERG protect | TRPC4 act | KCNK3 block | KCNQ1 block | TRPC4 potent
Cc1cc(C(=O)COC(=O)c2ccc[nH]c2=O)c(C)n1CCc1ccc(F)cc1 | i | 1.5 | i | i | i | -0.2 | 3.4 | i | i | i | i
CSCCCNC(=S)N1CCN(S(=O)(=O)c2cccc(C(F)(F)F)c2)CC1 | i | -4.8 | i | i | i | -3.2 | -7.6 | i | i | i | i
O=C(Nc1nnc(S(=O)(=O)N2CCOCC2)s1)c1ccc(Cl)cc1 | i | 1.1 | i | i | i | 16.5 | -8.2 | i | i | i | i
COc1ccc(N2CCN(C(=O)COC(=O)CNC(=O)c3ccccc3)CC2)cc1 | i | -5.9 | i | i | i | 16.4 | -7.5 | i | i | i | i
Cc1ccc(-n2c(SCC(=O)NCc3cccs3)nnc2-c2ccoc2C)cc1 | i | -1.2 | i | i | i | 6.0 | -7.9 | i | i | i | i
CC1CC(C)CN(C(=O)c2cc(-c3ccccn3)nc3ccccc23)C1 (stereo unspecified) | i | 0.3 | i | i | i | -2.4 | -13.9 | i | i | i | i
COc1ccc(N=Nc2ccc(N)nc2N)cc1 | i | 3.3 | i | i | i | 4.6 | -8.8 | i | i | i | i
CC(C)C[C@H](NC(=O)Nc1ccccc1F)C(=O)O | i | -7.8 | i | i | i | -1.3 | -5.3 | i | i | i | i
Cc1cc2nc(Cl)c(Cl)nc2cc1C | i | nt | i | i | i | -0.4 | -6.3 | i | i | i | i
O=C1c2ccccc2C(=O)N1CC(=O)N1c2ccccc2Sc2ccccc21 | i | -6.3 | i | i | i | -3.3 | -4.6 | i | i | i | i
Cc1cc(N2CCN(C)CC2)nc2ccc(NC(=O)c3ccc(Br)o3)cc12 | i | 9.7 | i | i | i | -0.8 | -14.2 | i | i | i | i
Cc1ccc(C)c(S(=O)(=O)N2CCN(C(=O)Cn3c(C(F)(F)F)nc4ccccc43)CC2)c1 | i | 11.7 | i | i | i | 3.9 | -7.5 | i | i | i | i
CC1(C)CC(NC(=O)CC2CCCCC2)CC(C)(C)N1 | i | -2.8 | i | i | i | 39.6 | -8.8 | i | i | i | i
O=C(NCc1ccc2c(c1)OCO2)c1ccc(N2C(=O)C3CCCCC3C2=O)cc1 (stereo unspecified) | i | 2.4 | i | i | i | -10.9 | -6.4 | i | i | i | i
O=C(NC(=S)NCCc1ccccn1)c1ccco1 | i | 0.4 | i | i | i | -2.1 | -5.8 | i | i | i | i
CC(=O)N(c1ccccc1Cl)S(=O)(=O)c1ccc(Cl)cc1 | i | -0.7 | i | i | i | 4.8 | -14.2 | i | i | i | i
CCOCC(=O)Nc1c(C(=O)Nc2ccc(OC)cc2OC)oc2ccccc12 | i | 23.1 | i | i | i | -0.6 | -9.3 | i | i | i | i
Cc1ccccc1OCC(=O)OCC(=O)N1CCCc2ccccc21 | i | -5.5 | i | i | i | -5.1 | -8.0 | i | i | i | i
COc1ccc(N2C(=O)/C(=C/c3ccc([N+](=O)[O-])cc3)C=C2c2ccccc2)cc1 | i | -2.7 | i | i | i | -17.1 | -9.5 | i | i | i | i
COc1ccc(NC(=O)CNC(c2ccccc2)c2ccccc2)cc1Cl | i | 2.3 | i | i | i | -1.1 | -12.8 | i | i | i | i
CCN(CC)S(=O)(=O)c1ccc(O)c(C(=O)OCC(=O)Nc2cc(C)c(C)cc2[N+](=O)[O-])c1 | -11* | nt | i | i | i | -2.4 | -10.1 | i | i | i | i
Cc1ccc2c(c1)N(CC(=O)NC(C)CCc1ccccc1)C(=O)c1cccnc1O2 (stereo unspecified) | i | 0.4 | i | i | i | -3.3 | -13.3 | i | i | i | i
COCCCN(Cc1ccco1)C(=O)Cn1ncc2c(=O)oc3ccc(C)cc3c21 | i | 1.0 | i | i | i | 8.3 | -8.8 | i | i | i | i
O=C(NCc1cccnc1)C(=O)NCC1OCCN1S(=O)(=O)c1ccccc1 (stereo unspecified) | i | 4.0 | i | i | i | ? | -9.8 | i | i | i | i
COc1cc2c(cc1OC)CN(Cc1cccs1)CC2 | i | -8.2 | i | i | i | 5.5 | -3.7 | i | i | i | i
CC1CCCCN1c1nc(-c2ccncc2)nc2ccccc12 (stereo unspecified) | i | 47.6 | i | i | i | -2.6 | -11.0 | i | i | i | i
Cn1c(COc2ccccc2)nnc1SCC(=O)Nc1ccc(N2CCOCC2)c(Cl)c1 | i | -4.5 | i | i | i | 2.1 | -10.7 | i | i | i | i
CCCOC(=O)/C(=C\C=C\c1ccccc1)NC(=O)c1ccccc1 | i | -3.1 | i | i | i | 9.1 | -6.8 | i | -10.1* | i | i
Cc1ccc(S(=O)(=O)N/N=C\c2ccc3c(c2)OCO3)cc1 | i | nt | i | i | i | 1.6 | -11.8 | i | i | i | i
O=C(CN1CCN(CC(=O)Nc2ccccc2Cc2ccccc2)CC1)Nc1ccccc1Cl | i | -5.0 | i | i | i | 6.4 | -2.5 | i | i | i | i
CCN(CC)CCN(C(=O)C1=COCCO1)c1nc2cc3c(cc2s1)OCO3 | i | nt | i | i | i | -0.3 | -16.6 | i | i | i | i
Cc1cccc(C2c3[nH]c4ccccc4c3CCN2C(=O)c2ocnc2C)n1 (stereo unspecified) | i | 2.6 | i | i | i | 1.3 | -7.6 | i | i | i | i
CC1(C)C(=O)Nc2ccccc2N1C(=O)COC(=O)COc1cccc(C(F)(F)F)c1 | i | -0.2 | i | i | i | -6.0 | -8.5 | i | i | i | i
C=CCOc1ccc2cccc(/C=N/NC(=O)c3cc4cc([N+](=O)[O-])ccc4s3)c2c1 | i | -1.8 | i | i | i | -3.1 | -9.8 | i | i | i | i
O=C(CCC1CCCN(Cc2ccncc2)C1)NCc1ccc(F)c(F)c1 (stereo unspecified) | i | -1.2 | i | i | i | -6.2 | -5.0 | i | i | i | i
CCOC(=O)N1CCC(NC(=O)CCC(=O)N2CC(C)Oc3ccc(Cl)cc32)CC1 (stereo unspecified) | i | -5.7 | i | i | i | 0.1 | -9.3 | i | i | i | i
Cc1ccc(NC(=O)COc2ccccc2)c(NC(=O)c2ccccc2C)c1 | i | 1.4 | i | i | i | -6.9 | -11.2 | i | i | i | i
Cc1cccc(C)c1NC(=S)NN1CCN(C)CC1 | i | -9.3 | i | i | i | nt | -9.4 | i | i | i | i
NC(=O)Cc1nc(-c2ccccc2)cs1 | i | 2.6 | i | i | i | 1.4 | -11.4 | i | i | i | i
CSc1nc(=S)n(-c2cc(C)ccc2C)c(C)c1C(C)=O | i | -0.9 | i | i | i | -2.7 | -9.7 | i | i | i | i
COc1ccc(-c2csc(NC(=O)Cc3ccccc3F)n2)c(OC)c1 | -6.86* | 2.9 | i | i | i | -11.1 | -7.3 | i | i | i | i
CCN(CC)S(=O)(=O)c1ccc(Cl)c(NC(=O)c2ccc(C#N)cc2)c1 | i | -1.9 | i | i | i | -13.1 | -10.4 | i | i | i | i
Cc1ccc(NC(=O)c2oc3ccccc3c2NC(=O)C2CCCO2)cc1C (stereo unspecified) | i | nt | i | i | i | -26.7 | -20.3 | i | i | i | i
O=C(O)/C=C/c1cn(-c2ccccc2)nc1-c1cccc([N+](=O)[O-])c1 | i | -8.6 | i | i | i | 3.6 | -4.8 | i | i | i | i
CC1(C)CC(NC(=O)C2CCC(=O)N(C3CC3)C2)CC(C)(C)C1 (stereo unspecified) | i | 2.7 | i | i | i | 5.8 | -8.6 | i | i | i | i
Nc1ncc(Br)cc1S(=O)(=O)N1CCCCCC1 | i | 5.7 | i | i | i | -1.8 | 2.1 | i | i | i | i
O=C(Nc1ccc(Cl)c([N+](=O)[O-])c1)c1ccco1 | i | 9.8 | i | i | i | 3.2 | -4.6 | i | i | i | i
Cc1csc(NC(=O)c2ccc3nc[nH]c3c2)n1 | i | 2.9 | i | i | i | -0.8 | -6.2 | i | i | i | i
CC1CN(CCOc2ccccc2-c2ccccc2)CC(C)O1 (stereo unspecified) | i | -0.6 | i | i | i | -3.7 | -1.9 | i | i | i | i
O=C(CC(=O)Nc1ccccc1[N+](=O)[O-])Nc1ccccc1[N+](=O)[O-] | i | 7.2 | i | i | i | 15.5 | -13.1 | i | i | i | i

Single records, as listed above. Values in the order: KCNK9 inh	DYRK1A inh	KCNQ1 pot	PolyA inhibitor	TRPC4 block	Platelet DG rel	hERG protect	TRPC4 act	KCNK3 block	KCNQ1 block	TRPC4 potent
Cc1cc(C(=O)COC(=O)c2ccc[nH]c2=O)c(C)n1CCc1ccc(F)cc1 is entered as i	1.5	i	i	i	-0.2	3.4	i	i	i	i
CCN(CC)S(=O)(=O)c1ccc(Cl)c(NC(=O)c2ccc(C#N)cc2)c1 is entered as i	-1.9	i	i	i	-13.1	-10.4	i	i	i	i
CC1CC(C)CN(C(=O)c2cc(-c3ccccn3)nc3ccccc23)C1 (stereo unspecified) is entered as i	0.3	i	i	i	-2.4	-13.9	i	i	i	i

The list goes on:
SMILES | KCNK9 inh | DYRK1A inh | KCNQ1 pot | PolyA inhibitor | TRPC4 block | Platelet DG rel | hERG protect | TRPC4 act | KCNK3 block | KCNQ1 block | TRPC4 potent
COc1cc(OC)cc(-c2nnc(Nc3nc4c(F)cccc4s3)o2)c1 | i | 0.4 | 22* | i | i | 13.9 | 5.9* | i | i | i | i
COc1ccc(C(=O)CSc2nnc(NC(=O)C3CC(=O)N(c4cccc(OC)c4)C3)s2)cc1 (stereo unspecified) | i | -2.1 | i | i | i | -17.1 | -3.9 | i | i | i | i
COc1ccccc1N(C(=O)c1ccco1)C(C(=O)NC1CCCCC1)c1cc(OC)c(OC)c(OC)c1 (stereo unspecified) | i | -1.0 | i | i | i | 6.8 | -6.8 | i | i | i | i
COc1ccc(-c2cc(C(=O)NCc3ccco3)c3ccccc3n2)cc1OC | i | -3.3 | i | i | i | 6.0 | -14.0 | i | i | i | i
Cc1coc2cc3oc(=O)c(Cc4ccccc4)c(C)c3cc12 | i | 3.7 | i | i | i | -29.5 | -2.2 | i | i | i | i
ClCC1CN(Cc2ccccc2Cl)CCO1 (stereo unspecified) | i | 0.4 | i | i | i | -2.5 | -8.9 | i | i | i | i
COc1ccc(-c2cc(-c3ccco3)[nH]c(=O)c2C#N)cc1OC | i | -5.9 | i | i | i | -9.2 | -9.2 | i | i | i | i

Compound activity from PubChem.
